# TDP1 cell noCPT: qHTS for Inhibitors of human tyrosyl-DNA phosphodiesterase 1 (TDP1): qHTS in cells in absence of CPT. DT40 Tdp1-/- hTDP1 cells, no CPT, ATP luminescence, 48 h. AID 686978, 2013. actives 15% (n = 420,000). Potency, µM (series often up to 46.2 µM), for the others: top-dose activity change, negative = growth inhibition, most hits filed as inhibitors; note: nearly all actives have a fitted effect of over 55% in size
#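 Stably hTDP1-transfected Tdp1-null chicken DT40 cells were treated with library compounds minus camptothecin and grown for at least 48 hr at 37 °C, after which cellular ATP was quantified by luminescence.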
# KAT2A inh: qHTS Assay for Inhibitors of GCN5L2. Histone acetyltransferase KAT2A (Homo sapiens), Q92830. GCN5L2 HAT assay, ThioGlo1 CoA-SH fluorescence. Potency, µM (highest dose often 58.9 µM), inactives show at the highest dose activity change, negative = inhibition, hits mostly inhibitors. actives 0.21% (n = 390,000)
# Target sequence (Q92830 whole entry, looked up): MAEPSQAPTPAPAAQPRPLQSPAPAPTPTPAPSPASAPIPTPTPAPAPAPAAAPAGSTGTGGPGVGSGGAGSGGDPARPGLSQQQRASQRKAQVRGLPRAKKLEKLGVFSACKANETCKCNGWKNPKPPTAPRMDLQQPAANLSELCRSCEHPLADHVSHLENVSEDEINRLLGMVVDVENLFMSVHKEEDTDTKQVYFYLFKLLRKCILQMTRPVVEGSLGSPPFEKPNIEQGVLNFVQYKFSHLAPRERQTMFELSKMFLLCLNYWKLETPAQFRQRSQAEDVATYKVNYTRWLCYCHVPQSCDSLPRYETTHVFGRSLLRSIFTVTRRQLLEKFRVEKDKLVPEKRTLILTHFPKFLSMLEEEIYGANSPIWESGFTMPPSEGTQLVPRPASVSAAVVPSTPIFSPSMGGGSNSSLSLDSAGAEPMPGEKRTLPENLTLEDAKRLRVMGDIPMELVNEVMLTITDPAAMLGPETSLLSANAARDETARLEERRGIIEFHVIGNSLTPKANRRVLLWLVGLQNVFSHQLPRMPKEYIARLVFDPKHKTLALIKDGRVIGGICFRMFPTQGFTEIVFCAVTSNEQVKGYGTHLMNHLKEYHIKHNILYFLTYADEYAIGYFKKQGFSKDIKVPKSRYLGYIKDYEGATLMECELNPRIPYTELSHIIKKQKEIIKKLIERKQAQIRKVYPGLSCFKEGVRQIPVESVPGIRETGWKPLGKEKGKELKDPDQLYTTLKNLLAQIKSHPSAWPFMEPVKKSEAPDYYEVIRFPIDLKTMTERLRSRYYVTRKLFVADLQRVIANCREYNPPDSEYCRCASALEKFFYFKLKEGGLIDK
#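 qHTS, 1536-well. 20nM enzyme, pH 7.5 HEPES/EDTA/Tween-20 buffer; 15 min compound preinc., RT. Start: 75uM H3(1-25), 70uM AcCoA, 50uM ThioGlo1. Read Ex340/Em540 at t=0 (autofluorescence flag) and t=20 min.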
# TDP1 block: qHTS Assay for Inhibitors of Tyrosyl-DNA Phosphodiesterase (TDP1); Tyrosyl-DNA phosphodiesterase 1 (Homo sapiens), Q9NUW8; recombinant TDP1, AlphaScreen DNA substrate cleavage; Potency, µM (titrated, usually from 130 µM), for inactives: top-dose activity change, negative = inhibition, most hits filed as inhibitors; actives 0.28% (n = 350,000); note: nearly all actives have a fitted effect of over 40% in size
#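 Compounds were preincubated with Tdp1 (1 nM final) for 15 min at room temperature before substrate (15 nM final) started a 5 min reaction; beads (10 ug/ml final) were then added for 10 min before AlphaScreen detection.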
# An asterisk follows results filed as active; ? = inconclusive; . = no result given; & = joins results of further samples; [ ] = dose if it differs, or a comment. Calls come from the whole dose curve; as a rule, active = well fitted curve in the direction sought with a large enough effect; inconclusive = small, poorly fitted or top-dose-only effect, or another doubt; inactive = no such curve, though single readings can be large; an effect the other way counts as inactive or inconclusive. % is set by controls: 0 for no effect and ±100 for the full control effect; potency is the fitted concentration of half-maximal effect.
mol | TDP1 cell noCPT | KAT2A inh | TDP1 block
CCCCC(CC)CNC(=O)C1CCN(S(=O)(=O)c2cccc3nsnc23)CC1 (stereo unspecified) | -26.8% | 1.2% | 2.3%
Cc1ccc2oc(=O)c3cnn(CC(=O)N4CCN(c5ccccc5F)CC4)c3c2c1 | 20.6µM* | -6.0% | 1.3%
Cc1c(C)c2c(cc(C)c3c(-c4ccc(Br)cc4)coc32)oc1=O | -1.4% | -9.9% | 6.1%
CC1CCN(C(=S)NC(=O)c2ccc(C(C)(C)C)cc2)CC1 | ? | -10.2% | 5.9%
Cc1cccc(CNc2ccnc(-c3cccc(NS(C)(=O)=O)c3)n2)c1 | ? | -6.6% | -7.2%
O=C(OC1C[C@H]2CC[C@@H](C1)[N+]21CCCC1)C(O)(c1ccccc1)c1ccccc1 (stereo partly specified) | -8.8% | 4.0% | .
CCOC(=O)CSCC(=O)N1CCC(Cc2ccccc2)CC1 | -10.1% | 3.5% | -4.3%
OC(COC(c1ccccc1)c1ccccc1)CN1CCN(c2ccccn2)CC1 (stereo unspecified) | ? | -1.2% | 1.9%
Cc1noc(C)c1CSCC(=O)Oc1ccc(N(C)S(=O)(=O)c2ccc(Cl)cc2)cc1 | -18.7% | -9.0% | 0.0%
COC(=O)n1c(=O)oc2cc(S(=O)(=O)N3CCCCC3)ccc21 | -16.1% | -2.5% | 6.3%
Cc1cc(C)c2oc(C(=O)Nc3ccc(S(=O)(=O)Nc4nccc(C)n4)cc3)cc(=O)c2c1 | ? | -13.5%&-4.2% | -4.0%&6.1%
COC(=O)c1cc(S(=O)(=O)N2CCN(c3cccc(C)c3C)CC2)c[nH]1 | ? | ? | .
CCN(CCNC(=O)CN(C)S(=O)(=O)c1cccc2nsnc12)c1ccccc1 | ? | -22.5% | 10.1%
COc1ccc(N2CCN(C(=O)Cn3c(=O)[nH]c4ccccc4c3=O)CC2)cc1 | . | -8.1% | 3.8%
O=C(Nc1sc2c(c1C(=O)NC1CCCCC1)CCC2)c1ccco1 | -19.2% | . | 3.1%
CCOc1ccc(NC(=O)Nc2ccc3c(c2)CCC3)cc1 | -0.5% | ? | .
CSC1=NC2(C)CCCCC2C12C=CC(=O)C=C2 (stereo unspecified) | 13.8% | -14.3% | 4.3%
CSc1nc(N)nc2c1ncn2CC(=O)NCCCc1ccccc1 | 14.6µM* | 2.2% | 1.7%
N#CCC(=O)Nc1ccc(C(=O)Nc2cccnc2)cc1 | 8.5% | -1.3% | -10.3%
CC[C@H](C)[C@H](N)C(=O)N[C@H]1CCC(=O)NCC(C(=O)N[C@@H](Cc2ccc(O)cc2)C(=O)N[C@@H](CCCNC(=N)N)C(=O)N[C@@H](CC(C)C)C(=O)N[C@@H](CCCNC(=N)N)C(=O)N[C@@H](Cc2ccc(O)cc2)C(N)=O)NC(=O)[C@@H]2CCCN2C(=O)[C@@H](NC(=O)[C@@H](N)[C@@H](C)CC)CCC(=O)NCC(C(=O)N[C@@H](Cc2ccc(O)cc2)C(=O)N[C@@H](CCCNC(=N)N)C(=O)N[C@@H](CC(C)C)C(=O)N[C@@H](CCCNC(=N)N)C(=O)N[C@@H](Cc2ccc(O)cc2)C(N)=O)NC(=O)[C@@H]2CCCN2C1=O (stereo partly specified) | . | 43.1%[activator] | 12.1%
COc1cccc(Nc2ncc3nc(-c4cn(C)c5ccccc45)c(=O)n(CCC#N)c3n2)c1 | -12.3% | -3.7% | .
O=C(Nc1nn[nH]n1)C12CC3CC(CC(C3)C1)C2 | -3.3% | -0.7% | 2.0%
O=C(NC(=S)Nc1ccc2c(c1)OCCO2)c1ccco1 | -7.4% | -6.8% | 0.6%
CCOc1ccc(NC(=O)Nc2ccc3snnc3c2)cc1 | 16.4µM* | 0.0% | 5.1%
Cc1ccccc1NC(=O)C1CCCN1S(=O)(=O)c1cccc2cccnc12 (stereo unspecified) | ? | -4.4% | 7.8%
Cc1ccc(S(=O)(=O)N2CCCC(C(=O)NCCc3ccc(S(N)(=O)=O)cc3)C2)cc1 (stereo unspecified) | ? | -7.9% | -0.2%[0.0935 µM]
CC(C(=O)N1CCOCCOCCOCC1)N1C(=O)c2ccccc2C1=O (stereo unspecified) | -9.3% | -7.7% | -2.5%
Cc1nnc(-c2ccccc2)[nH]c1=O | -6.3% | -5.3% | -2.5%
Cc1[nH]n(C(C)(C)C)c(=O)c1Sc1ccccc1 | -3.8% | 5.0% | 0.0%
Cn1cc(S(=O)(=O)Nc2ccc3c(c2)OCCO3)cn1 | 4.6% | -7.1% | 8.1%
COc1ccc2oc(-c3cccc(NC(=O)c4cc([N+](=O)[O-])ccc4N4CCOCC4)c3)nc2c1 | ? | -5.9% | 7.1%
NC(=O)c1oc2ccccc2c1NC(=O)CN1CCCCC1 | -4.8% | -3.2% | 4.0%
CC(C)C(=O)Nc1ccc2nc(SCCOc3ccccc3)sc2c1 | -28.5% | -7.3% | 5.7%
Cc1nncn1-c1ccc(C(=O)Nc2cc(F)ccc2F)cc1 | -28.0% | -1.4% | -1.1%
COCCn1nnnc1C(c1ccc(OC)cc1OC)N1CCN(c2ccccc2F)CC1 (stereo unspecified) | -24.2% | -3.5% | -2.0%
CCOC(=O)C(C(=O)NCc1ccc(F)cc1)c1ncc(C(F)(F)F)cc1Cl (stereo unspecified) | -18.4% | 16.7% | 7.1%
CCCCc1ccc(NC(=S)Nc2ccc(Nc3ccc(OC)cc3)cc2)cc1 | 20.6µM* | 51.7%[activator] | -0.6%
COCCN(CC(=O)Nc1ccccc1C(F)(F)F)C(=O)/C=C/c1cc(Cl)c2c(c1)OCO2 | ? | -9.7% | 0.6%
Cc1noc(C)c1COc1cccc(C(=O)NC(C)(C)C)c1 | 19.0% | -3.1% | -7.7%
CCN(CC)S(=O)(=O)c1ccc2[nH]c(=O)cc(C(=O)Nc3ccc(C)c(S(=O)(=O)N(CC)CC)c3)c2c1 | 23.1µM* | -11.1% | 0.0%
COc1ccccc1C(=O)NCCC(=O)NCc1ccccn1 | -2.4% | 0.5% | -0.1%
CCSc1ccccc1C(=O)Nc1cccc(OC)c1 | -0.6% | -1.5% | -6.8%
Cc1nc2c3cc(Cl)ccc3n(CCN3CCCCC3)c2s1 | 23.1µM* | 3.6% | 6.1%
CCC1(c2ccccc2)NC(=O)NC1=O (stereo unspecified) | . | -7.3% | 5.6%
CCOC(=O)C(CC)Sc1nc2c(c(=O)[nH]c(=O)n2C)n1C/C=C(/C)Cl (stereo unspecified) | 13µM* | -5.0% | 2.1%
COc1ccc(C(=O)NCC(=O)N2CCc3ccccc3C2)cc1 | -15.7% | -8.1% | 5.1%
O=C(O)C1C2C=CC(C2)C1C(=O)Nc1ccccc1Br (stereo unspecified) | -12.0% | -0.8% | .
O=C(Nc1ccc(Cl)c(Cl)c1)Nc1nccs1 | 0.82µM* | 1.7% | .
CCC(=O)c1ccc(OCC(=O)NCC2(N3CCCCC3)CCCCC2)cc1 | -8.8% | -2.4% | 2.6%
CCOC(=O)c1ccc(NC(=O)CSc2nnc(CNC(=O)c3c(F)cccc3Cl)o2)cc1 | -3.2% | . | -8.2%
CCCCCCC1CC(CSc2ncn[nH]2)OC1=O (stereo unspecified) | -18.4% | -2.9% | 4.1%
COc1ccccc1N1CCN(C2CCCN(C(=O)CN3CCCC3=O)C2)CC1 (stereo unspecified) | -15.8% | 2.6% | 5.2%
CC(=O)c1c(C)[nH]c(C(=O)OCc2ccccc2)c1C | 20.6µM* | -2.4% | 5.8%
NS(=O)(=O)c1ccc(N2CCN(S(=O)(=O)Cc3ccccc3)CC2)nc1 | -11.0% | -3.8% | -0.1%
CN1CCN(c2ncc3nc(-c4cccs4)c(=O)n(Cc4ccc(F)cc4)c3n2)CC1 | ? | -18.5% | .
NC(=O)NOCc1c(Cl)cccc1Cl | -10.8% | -1.1% | -3.5%
COc1ccc(NC(=O)NCCCN2CCCC2=O)c(OC)c1 | -3.6% | -13.1%[0.501 µM] | 2.2%
Cc1ccc(C)c(NS(=O)(=O)c2cc(Br)cnc2N)c1 | ? | -8.5% | 2.0%
O=C(NCCc1nnc2ccc(NCc3ccccc3Cl)nn12)c1ccccc1 | -26.9% | -16.3% | 0.0%
CCNC(=O)/C(=C/c1ccco1)NC(=O)/C=C/c1ccccc1 | 1.4% | -3.8% | -2.9%

# New compounds follow:
mol | TDP1 cell noCPT | KAT2A inh | TDP1 block
c1ccc(Nc2nc(-c3ccncc3)cs2)nc1 | 16.4µM* | -6.3% | 3.6%
COc1cc(C(=O)OCC(C)=O)cc(NC(=O)c2ccco2)c1OC | -6.5% | -6.8% | 8.0%
CCOc1ccc2cc(C#N)c(SCC(=O)N3CCC(C)CC3)nc2c1 | 20.6µM* | -2.3% | 3.3%
COc1ccc(-c2nc(O)c3cnccn23)cc1 | ? | -5.5% | 5.3%
FC(F)(F)c1cc(-c2ccccc2)nc(-n2cc(Cl)cn2)n1 | ? | 2.5% | -3.7%
CCCC(=O)Nn1cnc2c(c1=O)C1(CCCC1)Cc1ccccc1-2 | -16.5% | -19.6% | 2.2%
CN(C)S(=O)(=O)c1ccc2c(c1)C(=NNC(N)=O)c1cc(S(=O)(=O)N(C)C)ccc1-2 | ? | 14.0% | .
CCOC(=O)Cc1csc(NC(=O)c2cc(OC)cc(OC)c2)n1 | -22.2% | 1.2% | 7.3%
Cc1cc(/C=C2\Sc3ccccc3N2C)cc(C)[n+]1CC1CCCO1 (stereo unspecified) | 0.0259µM* | -5.0% | 0.0%
CCC(c1nnnn1C1CCCC1)N1CCN(c2cccc(OC)c2)CC1 (stereo unspecified) | 16.4µM* | 0.0% | 0.0%
COc1cccc(NC(=O)C(Sc2nnc(-c3ccncc3)n2-c2ccc(Cl)cc2)c2ccccc2)c1 (stereo unspecified) | 20.6µM* | -11.3% | 3.2%
O=C(COC(=O)/C=C/c1ccc([N+](=O)[O-])cc1)NC(c1ccccc1)c1ccccc1 | ? | 3.3% | 5.5%
Cc1cc(=O)oc2cc(OCC(=O)NCCN3CCOCC3)c(Cl)cc12 | -10.5% | 0.2% | 3.1%
Cc1ccccc1NS(=O)(=O)c1ccc(C)c(C(=O)N2CCOCC2)c1 | -3.8% | -0.8% | 2.5%
CCCC(NS(=O)(=O)c1ccc(-c2ccc(=O)[nH]n2)s1)c1cccs1 (stereo unspecified) | ? | -8.4% | 0.5%

# Sorted by number of heavy atoms (descending): part of the list above.
mol | TDP1 cell noCPT | KAT2A inh | TDP1 block
Cc1ccccc1NS(=O)(=O)c1ccc(C)c(C(=O)N2CCOCC2)c1 | -3.8% | -0.8% | 2.5%
O=C(Nc1sc2c(c1C(=O)NC1CCCCC1)CCC2)c1ccco1 | -19.2% | . | 3.1%
CCOC(=O)Cc1csc(NC(=O)c2cc(OC)cc(OC)c2)n1 | -22.2% | 1.2% | 7.3%
O=C(Nc1nn[nH]n1)C12CC3CC(CC(C3)C1)C2 | -3.3% | -0.7% | 2.0%
CCC1(c2ccccc2)NC(=O)NC1=O (stereo unspecified) | . | -7.3% | 5.6%

# (continued)
mol | TDP1 cell noCPT | KAT2A inh | TDP1 block
CC1=C(C(=O)OC(C)C)C(C2CC=CCC2)NC(=O)N1 (stereo unspecified) | -13.8% | 2.6% | 1.1%
COc1ccc([C@H]2CC(=O)C=C(c3ccc4ncccc4c3)C2)cc1OC | 20.6µM* | -4.5% | 2.5%
O=C(NCC1CCCO1)c1cn(-c2ccccc2)nc1-c1ccccc1 (stereo unspecified) | ? | -20.0% | .
CCOC(=O)C/C(C)=N/NC(=O)CN(c1ccc(Br)cc1)S(=O)(=O)c1ccccc1 | 1.3% | -8.1% | 2.7%
CC(=O)NCCC(=O)Nc1nc(-c2cccs2)c(-c2cccs2)s1 | -0.5% | 37.9% | 0.0%
CCOC(=O)C(C)Sc1nnc2n1C(C)(C)Cc1ccccc1-2 (stereo unspecified) | -1.8% | -5.3% | 4.9%
O=C(COC(=O)/C=C/c1cccc(F)c1)NC1CC1 | -6.9% | -5.2% | -0.3%
OCCC1CN(Cc2ccncc2)CCN1C1CCCC1 (stereo unspecified) | 10.6% | 0.7% | .
Cc1cc(CNC(=O)[C@H](C)[C@@H]2C[C@@]2(C)[C@@H](NC(=O)OCc2ccccc2)c2ccccc2)nn1C | ? | 0.7% | -7.9%&5.7%

# Some values from the list:
# O=C(COC(=O)/C=C/c1cccc(F)c1)NC1CC1 @ KAT2A inh: -5.2%
# COc1ccc([C@H]2CC(=O)C=C(c3ccc4ncccc4c3)C2)cc1OC @ KAT2A inh: -4.5%

# The list is partial; count on the stated rates, not on these rows.
